TCR activator: Activators of T cell receptors: qHTS campaign; primary human leukocytes, anti-CD3, IL-2 HTRF, 48 h; Potency, µM (titrated, usually from 9.22 µM), for the others: top-dose activation of IL-2 secretion, hits mostly activators; 330,000 tested, under 10 active; further: % of control where 0% means no effect
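Using a-CD3 beads without co-stimulation, primary human leukocytes were exposed to compounds for 48 hr. An HTRF IL-2 kit measured the cytokine, with europium-to-d2 energy transfer producing emission at 665nm upon 320nm excitation.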
ELG1 repair inh: qHTS screen for small molecules that inhibit ELG1-dependent DNA repair in human embryonic kidney (HEK293T) cells expressing luciferase-tagged ELG1; HEK293T ELG1-luciferase reporter, luminescence, 16 h; DNA damage induced by 5-fluorouridine; Potency, µM (titrated, usually from 46.1 µM), for the others: at the top dose activity change, negative = inhibition, hits mostly inhibitors; 330,000 compounds, 2.3% hits; further: potency means the concentration at half of the fitted maximal effect; on the % scale 0 is the no-effect control and ±100 the full control effect; nearly all actives have a fitted effect of over 55% in size
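Step one: seed 2,000 cells per well. Step two: pin-transfer compound or DMSO alongside 5-fluorouridine. Step three: incubate 16 hr, 37 °C, 5% CO2. Step four: add ONE-Glo, wait 30 min, read luminescence.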
BRCA1 expr act: qHTS Assay to Identify Small Molecule Activators of BRCA1 Expression | 380,000 compounds, 1.1% hits | Potency, µM (doses to about 46.1 µM), without a hit: at the highest dose activation, hits mostly activators | MCF7-BRCA1-FFLuc reporter, luminescence, 48 h; response scale: scaled: vehicle 0%, 10 µM genistein 100%; further: potency means the concentration at half of the fitted maximal effect; nearly all actives have a fitted effect of over 80% in size; some results filed as inactive show a strong effect at the top dose
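Quantitative HTS in MCF7 cells stably reporting BRCA1 expression via firefly luciferase. Compound treatment lasts 48 h at 37 °C in phenol-red free MEM. Activation is expressed relative to genistein at 10 microM and DMSO.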
TSG101-PTAP inh: qHTS Assay for Iinhibitors of HIV-1 Budding by Blocking the Interaction of PTAP/TSG101 | 340,000 tested, under 10 active | Potency, µM (doses to about 115 µM), for the others: top-dose activity change, negative = inhibition, actives largely listed as inhibitors | Fluorescence polarization, FITC-PTAP peptide / Tsg101 binding | Tumor susceptibility gene 101 protein (Homo sapiens), Q99816; active means well fitted inhibition curve with a large enough effect in the main read-out, with a control signal flat, not every such curve was filed as active; inconclusive means small, poorly fitted or top-dose-only effect, or effect the other way, or a change in a side signal; inactive means no such curve, though single readings can be large or run the other way; further: potency means the concentration at half of the fitted maximal effect; % of control where 0% means no effect
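FP read-out: FITC-PTAP peptide, 50 nM final, binding Tsg101 binding domain, 10 uM final; 20 min, r.t.; 10 mM HEPES pH 7.5, 0.15 M NaCl, 0.01% Tween 20, 3 mM EDTA, 0.1 mM TCEP.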
A-T KAP1 phos: qHTS Assay for Identifying a Potential Treatment of Ataxia-Telangiectasia; […] A-T fibroblasts, KAP-1 phosphorylation AlphaLISA; neocarzinostatin DNA damage 30 min before lysis; Potency, µM (titrated, usually from 57.5 µM), for the others: top-dose activation, hits mostly activators; 320,000 compounds, 0.19% hits; AID 485349, 2010; further: potency means the concentration at half of the fitted maximal effect; % of control where 0% means no effect; nearly all actives have a fitted effect of over 45% in size
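hTERT-immortalized A-T patient fibroblasts ([…]), 500 cells/well in OPTI-MEM, 1% FBS, got compounds for 60 min, then NCS for 30 min at 37C. Lysates were then assayed for phospho-KAP-1 by AlphaLISA (anti-pKAP1 donor, anti-KAP1 acceptor beads), 6 hr at 25C.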
p53 reactivation: qHTS assay for re-activators of p53 using a Luc reporter. Potency, µM (top dose mostly 92.2 µM), without a hit: top-dose activity change, positive = activation, most hits filed as activators. H1299 p53-A138V BP100-luciferase reporter, luminescence, 24 h. 320,000 compounds, 0.063% hits; further: potency means the concentration at half of the fitted maximal effect; % of control where 0% means no effect; nearly all actives have a fitted effect of over 45% in size
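p53-null H1299 cells stably carrying temperature-sensitive p53-A138V and a BP100-luciferase reporter were pinned with compounds (4-point, 1:5 series) and held 24 hrs at 37 deg C. Luminescence was read 10 min after detection reagent.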
Integrin act MD: qHTS for Activators of Integrin-Mediated Alleviation for Muscular Dystrophy; alpha7betagal myoblasts, beta-gal FDG fluorescence, 48 h; Potency, µM (doses to about 38.3 µM), inactives show top-dose activation, usual class: activators; 350,000 compounds, 0.064% hits; AID 624291, 2012;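 further: potency means the concentration at half of the fitted maximal effect; 100% = response of the positive control SU9516; nearly all actives have a fitted effect of over 60% in size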
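alpha7betagal+/- myoblasts (passage 13, 250/well) treated 48 h at 37C with compounds at 1:260 dilution of DMSO stock. Lysed, then beta-galactosidase activity read as FDG fluorescence (ex 480/em 540) after 30 min, with pre-read for autofluorescence.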
MLL CXXC-DNA inh: qHTS Fluorescence Polarization Assay for Inhibitors of MLL CXXC domain - DNA interaction; Histone-lysine N-methyltransferase 2A (Homo sapiens), Q03164; AID 2662, 2010; Potency, µM (titrated, usually from 115 µM), for inactives: at the highest dose activity change, negative = inhibition, most hits filed as inhibitors; 290,000 compounds, 0.037% hits; MLL-CXXC / FITC-HOXA9 DNA fluorescence polarization; active means well fitted inhibition curve with a large enough effect in the polarisation, with a control signal flat, not every such curve was filed as active; inconclusive means small, poorly fitted or top-dose-only effect, or effect the other way, or a change in a side signal; inactive means no such curve, though single readings can be large or run the other way; the % refers to the polarisation; further: potency means the concentration at half of the fitted maximal effect
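Purified MLL-CXXC (added from a 7 uM solution) was preincubated 5 min at ambient with pinned compounds in 50 mM Tris-HCl pH 7.5, 50 mM NaCl, 1 mM DTT, 0.05% BSA. Fluorescein-labeled HOX-A9 DNA (50 nM solution) followed, 30 min, then polarization read.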
B2AR arrestin: qHTS assay of beta-arrestin-biased ligands of beta2-adrenergic receptor | beta-arrestin recruitment to beta2AR, cell-based reporter | Potency, µM (highest dose often 46.1 µM), inactives show at the top dose activation, actives largely listed as activators | 330,000 compounds, 0.02% hits | AID 492947, 2010 | Beta-2 adrenergic receptor (Homo sapiens), P07550;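 further: potency means the concentration at half of the fitted maximal effect; 0% = DMSO controls and full agonism = EC100 isoproterenol or metaproterenol; nearly all actives have a fitted effect of over 65% in size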
TRPV1 agonist: HTS Assay for Compounds that Act as Agonists of the Vanilloid Receptor 1. TRPV1-expressing cells, Fluo-8 calcium influx, agonist mode. activation, % at 8.33 µM. 320,000 compounds, 0.19% hits. AID 540275, 2011; in the data active means activation above about 80%; inconclusive means between about 30% and that limit; further: 0% is about no effect
Target sequence (Q8NER1 whole entry, looked up): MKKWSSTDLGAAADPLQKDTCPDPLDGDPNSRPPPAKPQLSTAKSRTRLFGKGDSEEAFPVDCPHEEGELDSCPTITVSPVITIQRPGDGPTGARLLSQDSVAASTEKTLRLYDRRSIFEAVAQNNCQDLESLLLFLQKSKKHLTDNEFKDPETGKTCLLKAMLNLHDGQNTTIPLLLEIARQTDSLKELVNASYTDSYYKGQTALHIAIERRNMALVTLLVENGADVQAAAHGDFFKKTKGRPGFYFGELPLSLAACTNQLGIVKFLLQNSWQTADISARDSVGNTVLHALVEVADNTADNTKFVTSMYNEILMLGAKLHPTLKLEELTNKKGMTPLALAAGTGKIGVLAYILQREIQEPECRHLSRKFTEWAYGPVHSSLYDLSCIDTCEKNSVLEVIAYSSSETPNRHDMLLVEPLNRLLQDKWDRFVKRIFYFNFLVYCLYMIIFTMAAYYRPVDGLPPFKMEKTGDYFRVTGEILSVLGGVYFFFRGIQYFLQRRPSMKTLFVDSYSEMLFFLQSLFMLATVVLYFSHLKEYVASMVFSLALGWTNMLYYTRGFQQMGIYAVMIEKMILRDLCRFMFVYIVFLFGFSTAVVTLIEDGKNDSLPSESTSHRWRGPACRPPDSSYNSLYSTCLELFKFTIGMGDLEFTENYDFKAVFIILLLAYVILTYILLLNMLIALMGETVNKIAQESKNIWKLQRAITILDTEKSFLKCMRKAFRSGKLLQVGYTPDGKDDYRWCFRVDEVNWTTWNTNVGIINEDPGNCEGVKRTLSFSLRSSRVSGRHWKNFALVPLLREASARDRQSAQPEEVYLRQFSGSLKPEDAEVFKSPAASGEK
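Cells expressing TRPV1 were dye-loaded with Fluo-8 and read kinetically: 10 s baseline, 3 min after compound (agonist portion), then 2 min after EC20 capsaicin (allosteric enhancer portion). Calcium-bound dye fluorescence at 480/520 nm.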
* = called active by the depositor; u = inconclusive; x = not tested or not shown; [ ] = dose if it differs, or a comment. Unless noted, the call rests on the fitted dose curve; in most records, active means well fitted curve in the direction sought with a large enough effect; inconclusive means small, poorly fitted or top-dose-only effect, or another doubt; inactive means no such curve, though single readings can be large; an effect the other way counts as inactive or inconclusive.

Results follow in this order: TCR activator, ELG1 repair inh, BRCA1 expr act, TSG101-PTAP inh, A-T KAP1 phos, p53 reactivation, Integrin act MD, MLL CXXC-DNA inh, B2AR arrestin, TRPV1 agonist
COc1cc(C#N)ccc1OC(=O)c1cccc(S(=O)(=O)N2CCN(C)CC2)c1
→ 4%, 9%, -28%, -2%, -3%, -4%, 16%, x, 0.1%, 3
COc1ccc([N+](=O)[O-])cc1NC(=O)C1(c2ccccc2)CCOCC1
→ 4%, -14%, -12%, -2%, 5%, 2%, -42%, -2%, 0.1%, u
CCn1cnc2c([N+](=O)[O-])c(NS(=O)(=O)c3ccc(C)cc3)ccc21
→ 0%, 2%, -15%, -1%, 21%, 5%, 15%, x, 0.4%, -4
O=C(NCc1ccccc1Cl)c1ccc[nH]1
→ -5%, -9%, 23%, 0%, 1%, 13%, 2%, 14%, -0.2%, 1
COC1=C(Nc2ccc(OC)cc2)C(=O)C(OC)=C(Nc2ccc(OC)cc2)C1=O
→ -2%, x, -2%, -2%, x, x, -10%, x, x, x
COc1cccc(N2CCN(C(=O)c3cccc(N4C(=O)NC5CC4(C)Oc4c(OC)cccc45)c3)CC2)c1 (stereo not given)
→ 1%, -10%, -1%, -1%, 9%, -4%, 11%, 8%, 0.1%, 0
C=CCC[C@H](Cc1ccc(F)cc1)C(=O)OC[C@H](Cc1c[nH]c2ccccc12)NC(=O)[C@@H](CC=C)CC(=O)N(CCO)Cc1ccccc1
→ 9%, 23µM*, -55%, -4%, -3%, 3%, -35%, x, -1.0%, x
C#Cc1ccc([C@@H]2C=C(C(=O)N3CCN(Cc4ccccc4)CC3)O[C@H](OCCCCO)C2)cc1
→ x, u, x, x, -18%, -3%, x, 8%, 0.2%, 5
CC(C)CCNC(=O)COC(=O)c1ccc(Br)o1
→ 8%, -12%, 22%, -9%, 0%, -2%, 19%, u, 0.2%, 3
Cc1ccc(C(=O)NCc2ccccc2)cc1Br
→ -1%[46.1 µM], 23%, 61%, -1%, 3%, 1%, -1%, 0%, -1.8%, u
CN(c1ccccc1)S(=O)(=O)c1cccc(C(=O)NCCCN2CCCC2=O)c1
→ -5%, 5%, 0%, -8%, 1%, 5%, 3%, x, -0.8%, 0
CC(NS(=O)(=O)c1ccc(Cl)cc1)C(=O)NCCC1=CCCCC1 (stereo not given)
→ 3%, -6%, -35%, -5%, 2%, -2%, 37%, -15%, -0.7%, 9
COc1ccccc1CCC(=O)OCC(=O)NCc1ccc(OC)c(OC)c1
→ -4%[46.1 µM], 11%, 2%, -3%, 2%, 4%, -20%, x, -0.8%, x
C=CCN(CC=C)S(=O)(=O)c1ccc(NC(=S)NC(=O)/C=C/c2ccc(C)cc2)cc1
→ -17%, x, -18%, -1%, x, x, 12%, 10%, x, 5
CCOc1c(CNCCNC(=O)c2nonc2N)cccc1OC
→ 0%, 4%, -1%, -7%, 4%, 3%, -1%, -1%, -1.0%, 2
Cc1cc2cc(CCNC(=O)c3ccc(S(=O)(=O)N4CCCC4)cc3)c(=O)[nH]c2cc1C
→ -8%, u, -27%, -7%, -2%, -1%, 26%, 0%, -0.9%, 3
COc1cccc(/C=N/NC(=O)CN(C)S(=O)(=O)c2ccccc2)c1OC
→ -6%, u, 48%, -4%, 1%, u, 15%, x, 3.2%, -1
O=C1NN(c2ccccc2)C(=O)/C1=C/c1cccs1
→ 3%[46.1 µM], u, x, x, 4%, 6%, x, 0%, -1.1%, 1
C=CCSc1nnc(-c2ccccc2NC(C)=O)c(=O)[nH]1
→ 2%[46.1 µM], 11%, -2%, -8%, 6%, 1%, 1%, -3%, -0.5%, 3
CCOc1ccc2[nH]c(=O)c(CN(CC3COCCO3)C(=O)c3ccco3)cc2c1 (stereo not given)
→ -7%, 6%, 1%, -4%, 3%, 1%, -22%, 19%, -0.1%, -1
O=C(CNC(=O)c1ccco1)Nc1ccc(F)c(Cl)c1
→ x, 2%, 7%, -1%, -4%, -6%, -6%, 22%, 0.0%, 1
Cc1ccccc1N1CCN(S(=O)(=O)c2ccccc2)CC1
→ 0%[46.1 µM], -7%, -2%, -5%, 1%, 10%, 0%, 0%, -1.5%, 3
CCCCN(C)C(=O)Cn1c(=O)oc2cc(S(=O)(=O)N3CC(C)CC(C)C3)ccc21 (stereo not given)
→ 4%, u, -21%, 0%, -18%, -6%, -14%, 6%, 0.8%, 14
CCN(CC1CCCN(CCc2cccc(OC)c2)C1)C(=O)c1ccoc1C (stereo not given)
→ -1%, -3%, 14%, -3%, -3%, 7%, -20%, 20%, 0.4%, -1
O=C(Nc1cccc(F)c1)c1cccnc1NCCc1ccccc1
→ -2%[46.1 µM], -3%, -50%, -2%, 5%, 8%, -21%, 7%, -0.5%, u
CCc1ccc(NC(=O)COC(=O)c2ccc(Cl)c(S(=O)(=O)N3CCCCCC3)c2)cc1
→ 0%[46.1 µM], 2%, -5%, -12%, 12%, 5%, 5%, 7%, -3.3%, -2
COc1ccc(Cl)cc1NC(=O)CSc1nnc(Cn2c(=O)sc3ccccc32)n1C
→ 3%[46.1 µM], -3%, 0%, 0%, -5%, -3%, -5%, 0%, 0.1%, -1
Cc1nnc(NC(=O)CSc2ncn(-c3ccccc3)n2)s1
→ -2%, -6%, -3%, -2%, -4%, 1%, 10%, 6%, 0.1%, 1
CNC(=O)c1[nH]cnc1C(=O)N[C@@H](CCCCNC(=O)OC(C)(C)C)C(=O)OC(C)(C)C
→ 1%, 0%, -26%, -1%, -4%, -4%, -4%, 7%, -0.1%, 7
O=C(COC(=O)c1ccccc1OCc1ccc(F)cc1)NCC1CCCO1 (stereo not given)
→ 16%, u, 2%, -4%, 0%, -4%, -32%, x, 0.0%, 12
c1ccc(-n2cnc3cc(NCc4ccccn4)ccc32)cc1
→ -2%, u, u, -1%, -4%, u, -36%, -4%, -0.1%, -1
Cc1cc(NC(=O)c2oc3ccccc3c2C)ccc1-n1cnnn1
→ 2%, 16%, -21%, -9%, 6%, 9%, u, 15%, 0.3%, u
O=C(NC1CCCCC1)c1ccc(CNc2ccccc2)o1
→ -11%, 3%, 8%, -4%, -4%, 25%, 0%, 1%, 0.9%, 19
CCOc1ccc(-c2nnc(SCc3nc4ccccc4[nH]3)n2N)cc1
→ 5%, u, -1%, 6%, 19%, -2%, 8%, -16%, 0.3%, 3
O=C(O)CN1C(=O)/C(=C\c2ccccc2OCc2ccc(Cl)cc2)SC1=S
→ -4%, u, 12%, -6%, -23%, 5%, -4%, u, -1.1%, -1
CC(=O)Nc1ccc(C(=O)N/N=C(\C)CC(=O)Nc2ccc(OCc3ccccc3)cc2)cc1
→ 3%[46.1 µM], u, 50%, 0%, -1%, 2%, -47%, 17%, -2.1%, 1
C[C@@]12C(=O)Nc3ccc(Cl)cc3C(=O)N1[C@H]1c3ccccc3OC[C@@H]1[C@@H]2c1ccccc1
→ 6%, -2%, -65%, -8%, 1%, 10%, 1%, x, 8.1%, 1

Compound activity as filed in PubChem.
